Bioassay records deposited in PubChem BioAssay by several laboratories.
MRP1 act: MRP-1 activation; actives 0.61% (n = 140,000); viability increase, % at 10 µM; H69AR cells + doxorubicin, viability rescue, CellTiter-Glo;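 active = viability gain under doxorubicin at or above a set limit, the compound median plus 3 SD, cut at about 4.7% in these data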;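 also: MRP-1 overexpressing cells given doxorubicin 25 µM after compound pretreatment; 18-22 h compound pretreatment then 72 h with doxorubicin before readout; 0% = doxorubicin-only wells and 100% = vehicle-treated cells without doxorubicin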
Measles CPE: protection of cells from measles virus; actives 1.5% (n = 140,000); Measles virus-infected cells, CPE protection, absorbance; protection (pct of control), % at 4 µM; in the data active = protection mostly above about 24%, no sharp cut-off; inactive = mostly below about 26%; also: some compounds called inactive have numbers as strong as hits
Yeast lifespan up: yeast lifespan extension. S. cerevisiae growth with nicotinamide, OD615; deaD strain in restrictive glucose medium. inhibition of the nicotinamide effect, % at 10 µM. actives 0.68% (n = 130,000). AID 775;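 active = inhibition above a set limit, placed 3 SD over the median of all compounds, cut at about 26% in these data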;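 also: 0% = nicotinamide-treated wells and 100% = cells grown without nicotinamide; some compounds called inactive have numbers as strong as hits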
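assay system = DeaD-strain S. cerevisiae | measured by = absorbance at 615 nm | probe or stimulus = nicotinamide 1.5 mM | buffer or medium = CSMM-D glucose medium, restrictive | times = 48 h at 30 °C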
Yeast growth inh: reduces growth of yeast BB579 in restrictive medium; S. cerevisiae BB579 growth, OD615, 48 h; inhibition, % at 10 µM; actives 0.51% (n = 140,000); AID 804;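 active = inhibition above a set limit, 3 SD over the mean compound inhibition, cut at about 44% in these data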; also: inactives centre near -24
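Test system: DeaD yeast strain BB579 / Buffer or medium: restrictive glucose-based CSMM-D medium / Doses: single 10 µM dose / Schedule: 4 h cell preincubation, 48 h compound exposure, 30 °C humidified / Technique: culture absorbance at 615 nm / Controls: amphotericin B positive control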
E-sel TNF inh: blocks E-selectin expression induced by TNF alpha. inhibition, % at 2 µM. AID 1246. actives 0.71% (n = 120,000). HUVEC TNFa-induced E-selectin immunofluorescence, high content;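 active = inhibition above the batch mean plus 3 SD, and confirmed as a hit on visual image review, cut at about 43% in these data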;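 also: 0% = TNF-stimulated DMSO wells and 100% = unstimulated control wells; not every result past the cut was called active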
Phagocytosis inh: blocks phagocytosis by macrophages; J774A.1 macrophage IgG-bead phagocytosis, imaging; inhibition, % at 5 µM; actives 0.07% (n = 110,000);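 active = inhibition above the mean of the plate negative controls plus 5 SD, cut at about 13% in these data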;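 also: phagocytic index as fraction of beads internalized from green versus red external bead signal; plate controls were DMSO negative control for no effect and cytochalasin-D positive control for full effect; some results beyond the cut were filed as inactive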
HCT116 PTEN-null: suppresses growth of cells with PTEN deletion; HCT116 PTEN-null viability, CellTiter-Glo, 60 h; active compounds read low; viability, % at 10 µM; actives 1.2% (n = 140,000); AID 827;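 active = viability at or below a set limit, 4 SD under the median of all tested compounds, cut at about 3.7% in these data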;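 also: PTEN knockout HCT116 line with beta catenin targeted HCT116 as companion control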
GALR2 antag: blocks the human galanin receptor 2; actives 0.39% (n = 140,000); inhibition, % at 4 µM; GALR2-expressing cells, antagonist mode; O43603; AID 828; in the data active = inhibition above about 27%;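 also: cells stimulated with galanin 1-16 at roughly its EC80; 0% = agonist challenge control and 100% = basal control without agonist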
Target sequence (O43603 whole entry, looked up): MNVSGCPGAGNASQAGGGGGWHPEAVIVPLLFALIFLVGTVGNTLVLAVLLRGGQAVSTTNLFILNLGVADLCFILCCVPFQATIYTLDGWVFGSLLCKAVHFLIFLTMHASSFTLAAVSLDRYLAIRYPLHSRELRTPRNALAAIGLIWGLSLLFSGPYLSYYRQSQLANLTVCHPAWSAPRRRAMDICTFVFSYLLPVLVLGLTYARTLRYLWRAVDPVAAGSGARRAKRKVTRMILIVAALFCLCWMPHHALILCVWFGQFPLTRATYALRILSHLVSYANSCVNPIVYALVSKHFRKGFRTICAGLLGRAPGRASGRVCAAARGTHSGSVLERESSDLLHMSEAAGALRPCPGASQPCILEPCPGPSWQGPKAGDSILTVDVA
NPY-Y2 antag: blocks the human neuropeptide Y Y2 receptor | inhibition, % at 2.7 µM | actives 0.99% (n = 140,000) | NPY-Y2 expressing cells, antagonist mode | AID 793; in the data active = inhibition above about 17%;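 also: 0% = vehicle with agonist challenge and 100% = reference antagonist with challenge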
Target sequence (P49146 whole entry, looked up): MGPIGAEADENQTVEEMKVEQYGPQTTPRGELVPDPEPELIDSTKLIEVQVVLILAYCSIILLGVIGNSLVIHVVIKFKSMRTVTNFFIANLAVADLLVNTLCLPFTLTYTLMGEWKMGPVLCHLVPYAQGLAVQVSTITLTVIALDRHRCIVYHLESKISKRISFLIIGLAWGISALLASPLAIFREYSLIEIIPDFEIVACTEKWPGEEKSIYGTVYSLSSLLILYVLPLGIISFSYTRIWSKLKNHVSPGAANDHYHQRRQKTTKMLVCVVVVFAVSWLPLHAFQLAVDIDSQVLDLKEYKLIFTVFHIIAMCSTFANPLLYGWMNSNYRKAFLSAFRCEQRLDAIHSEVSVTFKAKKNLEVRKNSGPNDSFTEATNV
bCat KO growth: beta-catenin-lacking colon tumor cell growth suppression | viability, % at 10 µM | HCT116 beta-catenin knockout viability, CellTiter-Glo, 60 h; active compounds read low | actives 1.5% (n = 140,000);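 active = viability at or under a set limit, the compound median less 4 SD, cut at about 6% in these data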;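 also: 0% = Hyamine 1622 control at 20 µM and 100% = untreated cell control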
* marks the source's active call; other numbers are inactive results; · = not tested or not shown.

SMILES	MRP1 act	Measles CPE	Yeast lifespan up	Yeast growth inh	E-sel TNF inh	Phagocytosis inh	HCT116 PTEN-null	GALR2 antag	NPY-Y2 antag	bCat KO growth
COc1ccc(OC)c(S(=O)(=O)Nc2ccc(C(N)=O)cc2)c1	-1.8	5	-15	-18	-14	2	88	-1	6	86
O=C(CSc1ncnc2c(-c3ccc(Cl)cc3)nsc12)c1ccccc1	-2.7	2	1	-44	·	0	83	-7	2	89
N/C(=N\OC(=O)N1c2ccccc2Sc2ccccc21)c1ccccc1	-4.5	19	-8	7	·	-4	74	6	0	78
CCOc1ccc(S(=O)(=O)Nc2cccc(C(=O)N3CCN(c4ccc(OC)cc4)CC3)c2)cc1	-1.4	84*	-6	-59	·	0	92	-15	10	95
CC(=O)Nc1ccc(OCC(O)Cn2c3ccccc3c3ccccc32)cc1 (configuration not stated)	-5.2	23	-8	5	·	2	59	14	1	58
O=C(/C=C/c1ccc(Cl)cc1Cl)NCCSCc1ccccc1	-0.4	5	-2	-38	·	-12	91	-5	8	100
CCCc1cc(N2CCN(C(=O)c3ccco3)CC2)n2c(nc3ccccc32)c1C#N	-2.6	8	-8	-28	11	2	70	-17	0	71
CCc1c(C)[nH]c2c(C)cccc2c1=O	-0.8	3	3	-21	12	1	110	11	0	99
O=C(NC1CCCCC1)C(c1cccs1)N(C(=O)c1ccco1)c1ccc2c(c1)OCCO2 (configuration not stated)	-1.9	31	·	-34	60*	·	88	18	6	93
COc1ccc(S(=O)(=O)NCC(=O)N(CC(=O)NCC2CCCO2)c2ccccc2C)cc1 (configuration not stated)	-0.6	25	-10	-66	-14	·	108	4	4	91
N#Cc1ccccc1S(=O)(=O)N1CCN(c2ccc(S(=O)(=O)N3CCOCC3)cn2)CC1	-3.2	0	-5	4	·	0	87	-1	1	82
O=C1C(C2=NC(C(=O)O)C3C(=O)N(c4ccccc4)C(=O)C23)=C(O)c2ccccc21 (configuration not stated)	-0.7	14	-14	5	-2	2	82	-7	0	89
C=CCn1c(-c2ccc(OC)cc2)nc2ccccc21	-0.8	4	-19	-35	38	-1	76	-4	1	78
CN(C(=O)CSc1nnc2ccccn12)C1CCS(=O)(=O)C1 (configuration not stated)	1.0	7	-11	8	-12	·	88	-8	-1	84
CNS(=O)(=O)c1ccc(NC(=O)C2c3ccccc3Oc3ccccc32)cc1	0.7	6	3	-18	·	1	87	7	0	87
CC(=O)Oc1oc(-c2ccccc2)nc1C=Nc1ccccc1	-1.0	13	46*	-16	-1	9	98	3	-1	99
Cc1ccc2onc(CC(=O)O)c2c1	-0.5	3	1	-34	·	-2	94	2	1	91
O=c1[nH]c2cc3c(cc2cc1CN(CCO)S(=O)(=O)c1ccccc1Cl)OCCO3	-1.9	12	-1	-66	-4	-1	88	-2	1	61
Cc1cc(NC(=O)CN2C(=O)CC(c3ccco3)Sc3ccccc32)no1 (configuration not stated)	-2.3	42*	-8	-14	-18	·	91	14	0	95
CC1CCN(S(=O)(=O)c2ccc(S(=O)(=O)NCC(=O)C(C)(C)C)cc2)CC1	-1.1	2	-10	-79	-24	0	90	0	1	97
C(=N\C(/N=C/c1ccco1)c1ccco1)/c1ccco1	-1.4	-1	-4	-7	-72	0	88	11	2	88
CCc1nnc(NC(=O)C2CC(=O)N(CCc3ccccc3)C2)s1 (configuration not stated)	2.2	0	-7	-16	·	0	97	-14	2	99
COc1cc(C=C(c2nc3ccccc3s2)c2nc3ccccc3s2)cc(OC)c1O	-4.0	38	-5	-18	·	-3	56	10	-1	69
CCC(CC)=C(C#N)C(=O)NC1CCCCC1	0.3	6	4	-21	-7	1	103	0	0	92
CCCCC1CCC(C(=O)Nc2ccccc2)CC1 (configuration not stated)	-2.1	4	-17	-43	20	0	90	-18	2	98
Cc1nc2c3ccccc3n(Cc3ccccc3F)c2s1	-3.1	2	-9	14	16	-4	69	-1	10	65
CCc1ccc(N2C(=O)c3sc4nnc(-c5ccccc5)c(=O)n4c3C2=O)cc1	-4.4	11	-5	-52	6	·	86	5	4	101
CN1c2ccccc2-c2nc3ccccc3n2C1c1ccco1 (configuration not stated)	-4.3	7	-19	-46	·	-2	67	-6	15	73
Cc1ccc(Nc2cc(-n3nc(C)cc3C)ncn2)cc1	-1.3	4	-18	-3	16	-1	58	-2	2	57
Cc1ccc(-c2[nH]c(-c3ccccc3)nc2SCC(=O)NCC2CCCO2)cc1 (configuration not stated)	-1.0	15	-2	-17	-6	·	81	-2	0	79

Profiles, quoted from the list. Order of screens: MRP1 act | Measles CPE | Yeast lifespan up | Yeast growth inh | E-sel TNF inh | Phagocytosis inh | HCT116 PTEN-null | GALR2 antag | NPY-Y2 antag | bCat KO growth
C(=N\C(/N=C/c1ccco1)c1ccco1)/c1ccco1 is listed with -1.4 | -1 | -4 | -7 | -72 | 0 | 88 | 11 | 2 | 88
CCc1nnc(NC(=O)C2CC(=O)N(CCc3ccccc3)C2)s1 (configuration not stated) is listed with 2.2 | 0 | -7 | -16 | · | 0 | 97 | -14 | 2 | 99

The list goes on:
SMILES	MRP1 act	Measles CPE	Yeast lifespan up	Yeast growth inh	E-sel TNF inh	Phagocytosis inh	HCT116 PTEN-null	GALR2 antag	NPY-Y2 antag	bCat KO growth
O=C(/C=C/c1cccc(Cl)c1)NCc1cccs1	-0.7	14	-21	-27	-13	-1	81	8	1	99
CCCCC(=O)NC(=S)NNC(=O)CC#N	1.5	0	-4	-2	4	2	107	-2	2	96
Cc1cc(=O)oc2cc(OCC(=O)N3CC(C)OC(C)C3)ccc12 (configuration not stated)	0.4	16	-2	-17	10	-1	102	2	2	92
c1ccc(COc2cccc(CNn3cnnc3)c2)cc1	-1.2	8	-7	-7	1	-2	98	-6	0	103
O=[N+]([O-])c1ccc2c(c1)oc1ccccc12	1.4	6	-30	-11	20	·	97	1	1	112
CCn1c(=N)n(CC(=O)OC)c2ccccc21	-1.7	9	5	-8	·	0	90	-5	2	99
O=S(=O)(c1ccc2c(c1)nc1n2CCC1)N1CCOCC1	-1.8	25	-4	-29	-3	·	98	11	0	100
Cc1ccc(NC(=O)c2ccccc2NC(=O)CCC(=O)O)cc1	-0.4	10	2	-45	-5	1	99	1	3	95
COc1ccc(N(CC(=O)NC2CCCCC2)C(=O)CCCC(=O)Nc2ccccn2)c(OC)c1	-1.5	15	-5	-40	·	-1	97	2	4	95
Cc1ccccc1NC(=S)N1CCC(C(=O)c2ccc(F)cc2)CC1	-0.7	16	-15	-4	-11	0	92	0	-2	100
CC1=NN(c2nc(-c3ccccc3)cs2)C(=O)C1	-2.2	9	-1	-35	·	·	91	-4	-2	98
Cc1ccc(CNC(=O)/C=C/c2ccccc2Cl)cc1	-0.3	24	5	-51	-20	·	90	-11	12	93
CC(=O)NCC(=O)OCC(=O)c1ccc(Br)cc1	-1.4	14	2	-4	-4	-7	96	4	3	96
O=C(COC(=O)CC1CCCC1)Nc1cc2c(cc1Cl)C(=O)c1ccccc1C2=O	-1.4	16	-14	-28	8	1	79	-14	4	68
Cc1cccc(NC(=S)N2CCN(Cc3ccccc3)CC2)c1C	-1.4	21	-1	-14	-44	-4	92	-15	-1	92
Nc1nncn1C(=O)CCCOc1ccccc1	-2.4	2	-27	5	7	·	87	9	5	89
CCOC(=O)/C=C1\SCC(=O)N1CC(=O)NC(C)C	0.0	11	-4	-38	9	-1	95	-22	1	86
COCC(C)NC(=O)CSc1nc(-c2ccccc2)c(-c2ccccc2)o1 (configuration not stated)	-1.9	9	-10	-14	-5	-1	70	0	4	60
O=C(Nc1cccnc1)c1cccc(S(=O)(=O)N2CCOCC2)c1	-0.7	9	-4	20	5	0	98	-2	1	98
Cc1cc(NC(=O)CSc2ccc3c(c2)OCCO3)no1	-1.1	22	-28	-21	54	·	84	-10	3	81
C=C(C)C1Cc2c(C)nn(-c3ccccn3)c2C1 (configuration not stated)	0.1	20	-13	-19	-59	-1	92	13	4	80
CC(=O)C1=C(C)NC(SCC(=O)c2ccc(F)cc2)=C(C#N)C1c1ccco1 (configuration not stated)	-1.7	6	-13	-10	·	0	52	8	3	58
CCOc1ccc(NC(=O)N2CC=C(n3c(=O)[nH]c4ccccc43)CC2)cc1	1.9	3	-16	-39	-17	0	90	8	0	101
CCCC(CCC)=NNc1ccc(S(=O)(=O)Nc2ccccc2OC)cc1[N+](=O)[O-]	-1.2	7	14	-49	-12	-4	80	1	-4	75
COc1cc2cc(CN(C(=O)Nc3ccccc3)C3CCCC3)c(=O)[nH]c2cc1OC	-3.3	6	-9	-35	8	-1	66	-10	2	62
CCOc1ccc2nc(SC3CC(=O)N(c4ccccc4)C3=O)sc2c1 (configuration not stated)	-2.6	6	-26	-14	-57	-4	89	1	1	90
O=C(NNc1ccccn1)C(=O)NNS(=O)(=O)c1ccc(Cl)cc1	-0.3	3	-6	-22	·	·	70	1	2	59
CCOc1nc(C)ccc1-c1noc(-c2ccncc2)n1	0.3	4	-18	-14	1	·	100	-6	3	95
O=C(CN1CCOc2ccccc21)NCc1ccco1	-3.6	11	6	3	3	0	90	10	1	85
CC(C)n1c(SCC(=O)Nc2ccccc2N2CCCCC2)nc2c1c(=O)n(C)c(=O)n2C	-3.1	2	-6	-9	·	-1	72	-6	2	77
CCC(=O)Nc1cc(C(=O)OCC(=O)c2ccccc2)ccc1C	-2.0	3	0	-15	17	-2	92	3	1	85
Cc1cc(C)n(Cc2ccccc2Cl)n1	0.3	11	-4	-29	·	-2	105	-2	2	104
CCOC(=O)c1nn(-c2cccc(OC)c2)c2nc(Nc3ccccc3)cc(=O)n12	-1.4	5	5	-31	8	-4	75	-3	2	70
COc1cc(/C=C/C(=O)OCC(=O)NCC2CCCO2)ccc1OCC#N (configuration not stated)	-2.1	19	4	-35	23	-1	94	-1	0	95
O=C(CC(Nc1ccc(F)cc1)C(=O)OCC(=O)c1cccs1)c1ccccc1 (configuration not stated)	5.2*	4	-3	-29	·	-3	75	-5	2	83
Clc1ccc(NNc2ccnc3cc(Cl)ccc23)cc1	-2.9	2	-12	-38	7	-3	71	9	6	83
Cc1cc(-n2c(=O)c(C#N)cc3c(=O)n4cccc(C)c4nc32)no1	-0.3	9	-13	-53	·	0	109	-7	5	94
O=C(c1cccc(F)c1)N1CCN(C(=O)c2cc3ncc(Br)cn3n2)CC1	-1.4	13	-6	-37	-7	2	105	-8	0	86
CCC(Sc1nc(=O)cc(N)n1-c1ccccc1)C(=O)Nc1cc(C)on1 (configuration not stated)	-1.9	3	-20	-23	·	1	98	-12	3	96
COCC(=O)NC1CCN(CC(=O)Nc2ccc(OC)cc2[N+](=O)[O-])CC1	-2.6	24	-2	4	·	·	92	-3	1	94
CNC(=O)c1csc(-c2ccccc2)n1	-0.2	21	-11	27	3	·	104	3	2	97
CCOc1ccc(NC(=O)c2ccc(NC(=O)c3cn4c5c(c(N6CCN(C)CC6)c(F)cc5c3=O)OCC4C)cc2)cc1 (configuration not stated)	-4.0	12	-4	-56	17	-3	2.2*	-3	-2	2.3*
O=C1CC(C2CCCO2)C(=O)N1c1ccccc1 (configuration not stated)	-0.1	33	·	-32	-4	·	107	11	-1	98
O=C1CCCN1c1cccc(Br)c1	3.1	18	·	-10	-5	·	105	16	2	81
